From PubChem BioAssay
KLK7 zymogen act = proKLK7 zymogen activators, primary screen, biochemical, fluorescence intensity. Kallikrein-7 (Homo sapiens), P49862. purified proKLK7, EDANS-DABCYL substrate fluorescence; 100% is mature enzyme control, 0% vehicle. AID 652039, 2013. activation, % at 7 µM. 0.9% of 370,000 active;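 active means activation above the mean of all tested compounds plus 3 SD, computed per campaign excluding outliers beyond control limits, cut at about 13% in these data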
sPLA2-III inh = human group III sPLA2 inhibitors, primary screen, biochemical, QFRET, BODIPY PC-A2 liposome substrate | Group 3 secretory phospholipase A2 (Homo sapiens), Q9NZ20 | QFRET BODIPY PC-A2 liposome hydrolysis, fluorescence | inhibition, % at 12.2 µM | 0.56% of 370,000 active | AID 743126, 2013;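 active means inhibition above mean plus 3 SD of compounds lying within the high and low control bounds, cut at about 19% in these data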;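 further: 0% = median of test compound wells and 100% = no enzyme DMSO wells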
Target sequence (Q9NZ20 whole entry, looked up): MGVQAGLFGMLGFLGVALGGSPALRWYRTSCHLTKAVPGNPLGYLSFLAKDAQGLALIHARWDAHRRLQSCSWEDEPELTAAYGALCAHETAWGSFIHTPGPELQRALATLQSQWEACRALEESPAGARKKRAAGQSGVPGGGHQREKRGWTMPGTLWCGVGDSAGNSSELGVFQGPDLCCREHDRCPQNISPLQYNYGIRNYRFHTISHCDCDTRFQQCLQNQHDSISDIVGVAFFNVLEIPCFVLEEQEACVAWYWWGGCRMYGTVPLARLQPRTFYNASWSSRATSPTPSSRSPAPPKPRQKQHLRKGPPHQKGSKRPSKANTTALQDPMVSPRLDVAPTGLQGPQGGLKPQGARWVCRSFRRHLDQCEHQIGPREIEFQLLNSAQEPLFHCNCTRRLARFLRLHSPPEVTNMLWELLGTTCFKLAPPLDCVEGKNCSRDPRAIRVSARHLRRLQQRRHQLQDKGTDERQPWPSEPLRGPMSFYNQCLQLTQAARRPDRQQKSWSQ
ADAM10 inh = human ADAM10 inhibitors, primary screen, biochemical, QFRET, HTS; Disintegrin and metalloproteinase domain-containing protein 10 (Homo sapiens), O14672; recombinant ADAM10, EDANS/DABCYL FRET peptide cleavage, 3 h; inhibition, % at 7 µM; 0.62% of 370,000 active; AID 720582, 2013;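 active means inhibition above a per-campaign cutoff equal to the mean of compounds falling between control-based bounds plus 3 SD, cut at about 20% in these data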;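 further: 0% = DMSO wells while the 100% control is not disclosed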
Target sequence (O14672 214-748 limits assumed): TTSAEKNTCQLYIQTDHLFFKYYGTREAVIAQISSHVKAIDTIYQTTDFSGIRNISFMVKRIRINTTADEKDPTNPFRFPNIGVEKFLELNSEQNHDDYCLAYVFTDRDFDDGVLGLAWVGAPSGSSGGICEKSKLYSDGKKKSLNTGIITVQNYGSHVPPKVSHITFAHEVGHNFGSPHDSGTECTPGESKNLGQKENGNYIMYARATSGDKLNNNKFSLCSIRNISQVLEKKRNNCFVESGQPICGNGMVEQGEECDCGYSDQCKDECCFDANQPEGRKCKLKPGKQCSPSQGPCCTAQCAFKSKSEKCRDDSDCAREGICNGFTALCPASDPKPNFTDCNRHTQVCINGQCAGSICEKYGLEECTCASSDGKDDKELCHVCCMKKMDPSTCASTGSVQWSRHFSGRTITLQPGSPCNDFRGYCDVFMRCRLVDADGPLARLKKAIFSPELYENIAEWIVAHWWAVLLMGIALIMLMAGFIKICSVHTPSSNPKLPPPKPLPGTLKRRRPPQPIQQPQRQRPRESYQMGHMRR
rCAG RNA binder = binders of r(CAG) RNA repeats, primary screen, biochemical, fluorescence; AID 651821, 2012; inhibition, % at 3 µM; 1.3% of 370,000 active; r(CAG) RNA repeat, TO-PRO-1 dye displacement fluorescence;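 active means inhibition above the plate cutoff, the mean of all test compounds on that plate plus 3 SD, cut at about 35% in these data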;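 further: 0% = DMSO alone and 100% = 100 µM mitoxantrone as full dye displacement; higher means more dye released from RNA so lower well fluorescence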
Tn6 DDE FP = inhibitors of Tn6 peptide binding to fibrin DD(E), primary screen, biochemical, fluorescence polarization, human fibrin, Tn6 probe; Fibrinogen beta chain (Homo sapiens), P02675; Fibrin DD(E) TRITC-Tn6 fluorescence polarization displacement; inhibition, % at 8.3 µM; 0.21% of 370,000 active; AID 720509, 2013;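 active means inhibition above a per-campaign cutoff: mean of compounds within control limits plus 3 SD, cut at about 15% in these data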;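 further: 0% = median of all compound wells on the plate and 100% = blocking peptide control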
ARFGAP1 inhibitor = inhibitors of rat ARFGAP1 GAP activity, primary screen, biochemical, fluorescence polarization, GDP tracer. Arfgap1-stimulated ARF1 GTP hydrolysis, GDP FP detection. inhibition, % at 16.5 µM. 0.26% of 360,000 active. AID 651572, 2012;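 active means inhibition above a per-plate limit, mean inhibition of low control wells plus 3 SD, cut at about 25% in these data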;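 further: 0% = DMSO wells with enzyme and 100% = wells lacking Arfgap1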
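Replicates: Single well per compound | Assay system: Truncated rat Arfgap1 GAP domain | Control set: No-Arfgap1 wells (100%) versus DMSO full-reaction wells (0%) | Times: Enzyme reaction 120 min at 25 °C after 20 min preincubation | Reagent: Human ARF1(Δ1-17)-GTP substrate | Measured by: Tracer-displacement fluorescence polarization with EDTA stop, 620/688 nm | Measure: Percent inhibition of Arfgap1-stimulated GTP hydrolysis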
ASAP1 inh = inhibitors of human ASAP1 ArfGAP activity, primary screen, biochemical, fluorescence polarization. Arf-GAP with SH3 domain, ANK repeat and PH domain-containing protein 1 (Homo sapiens), …. ASAP1-stimulated ARF1 GTP hydrolysis, GDP FP detection. inhibition, % at 16.5 µM. 0.19% of 360,000 active. AID 624377, 2012; in the data active means inhibition above about 25%;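 further: 0% = vehicle with enzyme and substrate and 100% = no enzyme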
NPR1 activator = GC-A stimulated cGMP production enhancers – HEK293 GC-A cells, cGMP TR-FRET, EC30 ANP, primary screen. 0% at EC30 ANP, 100% saturating ANP. activation, % at 10 µM. 0.14% of 370,000 active. AID 1671463, 2021; in the data active means activation above about 40%
FXN GAA850 act = FXN promoter activators, primary screen, cell-based, luciferase luminescence, HEK293 lucGAA850. HEK293 lucGAA850 FXN promoter luciferase reporter, 24 h; percent of 10 µM SAHA response. activation, % at 6 µM. 0.56% of 360,000 active;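 active means activation above the average of all compounds screened plus 3 SD, cutoff fixed separately per campaign, cut at about 7.5% in these data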;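 further: 0% = DMSO wells and 100% = 10 µM SAHA wells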
GC-B act = human GC-B receptor activators, primary screen, HEK293 GC-B cells, cGMP TR-FRET, EC30 CNP; Atrial natriuretic peptide receptor 2 (Homo sapiens), P20594; 0% at EC30 CNP, 100% saturating CNP; activation, % at 10 µM; 0.11% of 370,000 active; AID 1920062, 2024;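 active means activation at 10 µM reaching about 35% in either raw or pattern-adjusted values, limit read from the data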
An asterisk follows results filed as active; i = inactive; . = no result given.

#	SMILES	KLK7 zymogen act	sPLA2-III inh	ADAM10 inh	rCAG RNA binder	Tn6 DDE FP	ARFGAP1 inhibitor	ASAP1 inh	NPR1 activator	FXN GAA850 act	GC-B act
1	CC(=O)CC(C)(C)Nc1nc2ccc([N+](=O)[O-])cc2o1	-0.1	2	10	3	3	0	-22	-1	-0.4	2
2	CCCCCC1CC(CC/C(C)=N/NC(N)=O)C(=O)O1 (stereo not drawn)	0.2	7	3	-2	9	-5	10	4	0.3	7
3	Nc1cc([N+](=O)[O-])ccc1N1C(=O)CCCC1=O	-0.2	12	3	-1	2	16	6	5	-0.4	-2
4	COCCNc1oc(-c2cccs2)nc1S(=O)(=O)c1ccc(C)cc1	0.1	-1	-3	-3	6	8	-5	2	-0.5	5
5	CCC(C)(C)NC(=O)/C=C/c1cc(OC)c(OC)c(S(=O)(=O)N2CCc3ccccc32)c1	-0.5	-1	-3	0	5	6	-7	1	1.8	-5
6	COc1cc(/C=N/Nc2ccc(Cl)c(C(=O)O)c2)ccc1OC(=O)c1ccc(F)cc1	0.3	-8	-7	9	-3	10	8	4	-1.0	-1
7	Cc1ccc(-c2nn(-c3ccccc3)cc2CO)o1	-0.2	-19	-21	3	-4	6	6	4	3.8	-3
8	CC(NS(=O)(=O)c1ccc(F)cc1)C(=O)Nc1ccc2c(c1)OCCO2 (stereo not drawn)	0.4	-3	4	-1	-6	7	-8	1	1.6	4

Full records as entered above. Values in the order: KLK7 zymogen act | sPLA2-III inh | ADAM10 inh | rCAG RNA binder | Tn6 DDE FP | ARFGAP1 inhibitor | ASAP1 inh | NPR1 activator | FXN GAA850 act | GC-B act
CCC(C)(C)NC(=O)/C=C/c1cc(OC)c(OC)c(S(=O)(=O)N2CCc3ccccc32)c1 in the list: -0.5 | -1 | -3 | 0 | 5 | 6 | -7 | 1 | 1.8 | -5
COCCNc1oc(-c2cccs2)nc1S(=O)(=O)c1ccc(C)cc1 in the list: 0.1 | -1 | -3 | -3 | 6 | 8 | -5 | 2 | -0.5 | 5
Cc1ccc(-c2nn(-c3ccccc3)cc2CO)o1 in the list: -0.2 | -19 | -21 | 3 | -4 | 6 | 6 | 4 | 3.8 | -3
CC(=O)CC(C)(C)Nc1nc2ccc([N+](=O)[O-])cc2o1 in the list: -0.1 | 2 | 10 | 3 | 3 | 0 | -22 | -1 | -0.4 | 2
CCCCCC1CC(CC/C(C)=N/NC(N)=O)C(=O)O1 (stereo not drawn) in the list: 0.2 | 7 | 3 | -2 | 9 | -5 | 10 | 4 | 0.3 | 7

Further entries follow.
#	SMILES	KLK7 zymogen act	sPLA2-III inh	ADAM10 inh	rCAG RNA binder	Tn6 DDE FP	ARFGAP1 inhibitor	ASAP1 inh	NPR1 activator	FXN GAA850 act	GC-B act
9	CCn1c(SCc2nc(-c3ccc(OC)c(OC)c3)no2)nnc1-c1cccs1	0.2	-23	8	-5	-1	2	2	-1	1.9	-7
10	Cc1cccc(NC(=O)c2ccccc2OCC(=O)N2CCOCC2)c1C	-0.7	-7	1	-4	3	7	-7	-3	0.9	4
11	O=C(c1cn(-c2ccccc2)nc1-c1cccnc1)N1CCN(S(=O)(=O)c2cccc(F)c2)CC1	0.4	12	-5	2	6	2	3	0	2.0	-6
12	COc1cc(/C=C2\SC(=O)N(CCN)C2=O)ccc1OS(=O)(=O)c1cc(C)ccc1C	-0.9	-1	2	24	-3	10	-8	-8	6.9	-5
13	Cn1c(=O)c2[nH]c(SCC(=O)N3CCN(c4cccc(C(F)(F)F)c4)CC3)nc2n(C)c1=O	0.5	-4	0	11	13	.	.	-1	.	-1
14	CN(C)CCCN1C(=O)C(=O)/C(=C(/O)c2ccncc2)C1c1ccccc1 (stereo not drawn)	0.0	7	-11	-1	-4	1	5	11	-2.1	10
15	CC(=O)OCC(COC(C)=O)OC(C)=O	-0.5	2	16	2	-5	1	5	1	1.1	0
16	O=C1C2C3C=CC(C2C(=O)N1CCO)C1C(=O)N(CCO)C(=O)C31 (stereo not drawn)	-0.4	0	-5	2	7	-1	9	-1	-0.4	7
17	OCC(CO)(CO)N=Cc1cc(Br)ccc1O	0.3	2	5	-1	9	10	14	-9	0.3	-6
18	CN1/C(=C\C(=O)COc2ccc3c(c2)OCO3)C(C)(C)c2ccccc21	-2.9	-1	-40	1	4	10	3	-2	-3.8	6
19	CCOC(=O)c1cccc(NC(=O)CN(C)S(=O)(=O)c2ccc(F)cc2)c1	0.4	-10	-3	-1	7	.	.	4	.	5
20	O=C(O)C1=NOC(CNc2ncc(C(F)(F)F)cc2Cl)C1 (stereo not drawn)	0.2	-3	3	-2	3	-13	-2	1	1.3	12
21	COc1ccc(Cc2nc(-c3ccc(NC(=O)c4cccnc4)cc3)no2)cc1	-0.5	-4	2	4	3	-3	-10	-2	3.0	0
22	Cc1cccc(C)c1NC(=O)CCCSc1nnc(N)s1	0.0	0	-2	0	2	15	11	-2	-0.4	2
23	Cc1cc2nc(SCC(=O)Nc3ccccc3C(=O)O)[nH]c2cc1C	-0.3	-20	-23	13	1	10	-2	3	9.6*	3
24	CCCC(=O)Nc1nnc(-c2ccc3c(c2)OCO3)s1	0.5	1	-110	-4	0	1	-5	5	-0.7	3
25	COc1ccc2c(c1)CCc1c(C(=O)Nc3ccc(OC)c(OC)c3)noc1-2	0.6	-3	-3	2	4	0	3	-2	0.9	-2
26	O=C(O)c1cccc(N(CCO)CCO)c1	-3.0	-4	-344	3	-1	-5	7	2	-1.0	-2
27	COC(=O)C1C(c2ccc(Cl)cc2)NC(c2ccc(Cl)cc2)C(C(=O)OC)S1(=O)=O (stereo not drawn)	-0.3	-11	1	-2	-9	9	13	3	-2.6	-3
28	CCOc1ccc(S(=O)(=O)N2CCN(C(=O)C3CCC3)CC2)cc1	0.3	7	2	-7	-3	-7	8	6	2.4	7
29	COc1ccc(C2Nc3ccccc3C(=O)N2NC(=O)c2ccccc2)cc1OC (stereo not drawn)	3.7	-1	-150	-1	-3	12	7	-3	2.5	-4
30	Cc1oc(-c2ccc(-c3ccccc3)cc2)nc1CN(CCO)C(C)C	-0.1	-3	-1	1	1	-9	-12	8	5.2	-4
31	CCOCCCN1C(=O)CN(C2CCCCC2)C(=O)C1c1ccc(OC)c(OC)c1 (stereo not drawn)	-0.3	-5	-3	-11	6	-2	-3	4	-1.5	4
32	COc1cccc(OCCc2c(C)n[nH]c2C)c1	0.4	0	-4	-3	-1	-9	12	8	-1.5	4
33	CC(C)C[C@H]1CN=C(Nc2ccccc2)N1CCC(C)c1ccccc1 (stereo partly drawn)	-0.7	2	-5	3	4	5	-16	-11	-6.0	-16
34	CCCn1c(=O)c2c(C(F)(F)F)cc(-c3ccco3)nc2n(CCC)c1=O	-0.6	3	8	16	-2	9	-1	0	3.3	-1
35	Cc1ccc(S(=O)(=O)N2CCOCC2)cc1C(=O)OCC(=O)NC1CCCCC1	-0.2	3	-9	-4	7	10	3	0	-0.5	2
36	CCn1cnc2cc(NCc3nc4ccccc4n3C)ccc21	0.8	7	-24	-5	6	-9	-2	.	1.5	.
37	Cc1cc2nc(-c3ccc(SCC(=O)Nc4ccc(S(=O)(=O)N5CCCC5)cc4)nc3)[nH]c2cc1C	9.4	1	-86	16	0	-3	9	-4	1.5	4
38	CC1CN(C)C(C)CC1OC(=O)C(c1ccccc1)c1ccccc1 (stereo not drawn)	-0.3	-9	11	-5	3	0	6	-12	-0.1	-12
39	COc1ccc(S(=O)(=O)N2CCc3ccccc32)cc1C(=O)Nc1ccc(C(N)=O)cc1	-4.0	-10	-13	15	1	12	6	-4	0.9	4
40	Cc1cc(NC(=O)COC(=O)c2cnccn2)ccc1Br	0.0	0	-12	6	2	-4	-12	-2	-0.6	-2
41	COc1cc(C(=O)Nc2sc3c(c2C(=O)NCc2ccco2)CCCC3)cc(OC)c1OC	0.5	-4	-10	3	8	2	-7	29	1.3	41*
42	O=C(NCc1ccncc1)[C@@H]1CCCN1C(=O)[C@@H]1CCCN1C(=O)c1cccs1	-0.4	11	-16	0	-6	-8	6	4	.	1
43	COc1ccccc1OCC(=O)Nc1ccc(S(=O)(=O)N2CCOCC2)cc1	0.7	-1	-2	4	-2	-3	12	2	-0.7	-8
44	Cc1nn(CC(=O)N(C)C)c(=O)c2ccccc12	-0.3	3	0	2	2	-2	5	0	-0.2	4
45	C(=N\Nc1nc2ccccc2s1)/c1ccccn1	0.6	10	7	2	-1	-2	10	11	.	-4
46	Cc1ccc(NC(=O)CCn2ccc([N+](=O)[O-])n2)nc1	-0.5	2	-10	4	1	-2	5	3	0.3	-2
47	Cc1ccc(NC(=O)CSc2nc3ccccc3c(=O)n2Cc2cccs2)cc1	-0.8	-2	-4	-1	4	0	-3	0	2.9	1
48	CCCCOc1ccccc1C1C(C(=O)OC)=CN(CC)C=C1C(=O)OC	-41	5	i	-2	4	-1	1	0	4.4	-5
49	COC(=O)C[C@H]1C=C[C@H](NC(=O)c2ccc(F)cc2)[C@@H](CO)O1	-1.3	14	-26	2	-12	-2	15	-1	.	-2
50	Cc1onc(-c2ccccc2Cl)c1C(=O)OCc1cnc(Cl)s1	-0.3	-3	9	-6	-6	2	4	-10	-0.2	-17
51	Cc1ccc(NC(=O)COC(=O)CCc2c[nH]c3ccccc23)cc1[N+](=O)[O-]	-0.5	-92	8	8	-7	2	17	2	2.3	2
52	Cc1ccc(Cn2ccc(NC(=O)c3nn(C)cc3Cl)n2)cc1	-0.2	7	-3	-2	12	10	3	-1	0.0	-4
53	CCOc1ccc(/C(O)=C2/C(=O)C(=O)N(CC3CCCO3)C2c2ccco2)cc1 (stereo not drawn)	0.6	-1	-3	3	0	4	-4	2	1.7	-2
54	CCOC(=O)C1=CC(=O)CC(C)(C)O1	0.5	3	-14	1	6	-5	-10	1	0.7	4
